FH mod: Identification of activators of human fumarate hydratase by quantitative high-throughput screening; Fumarate hydratase, mitochondrial (Homo sapiens), P07954; FH coupled MDH/diaphorase resazurin fluorescence, 15 min; Potency, µM (highest dose often 79.9 µM), inactives show top-dose activity change, negative = inhibition, hits mostly inhibitors; 0.22% of 54,000 active; AID 1347055, 2019; further: potency means the concentration at half of the fitted maximal effect; on the % scale 0 is the no-effect control and ±100 the full control effect; the screen sought activators but most active calls are inhibition curves; nearly all actives have a fitted effect of over 45% in size
Target sequence (P07954 whole entry, looked up): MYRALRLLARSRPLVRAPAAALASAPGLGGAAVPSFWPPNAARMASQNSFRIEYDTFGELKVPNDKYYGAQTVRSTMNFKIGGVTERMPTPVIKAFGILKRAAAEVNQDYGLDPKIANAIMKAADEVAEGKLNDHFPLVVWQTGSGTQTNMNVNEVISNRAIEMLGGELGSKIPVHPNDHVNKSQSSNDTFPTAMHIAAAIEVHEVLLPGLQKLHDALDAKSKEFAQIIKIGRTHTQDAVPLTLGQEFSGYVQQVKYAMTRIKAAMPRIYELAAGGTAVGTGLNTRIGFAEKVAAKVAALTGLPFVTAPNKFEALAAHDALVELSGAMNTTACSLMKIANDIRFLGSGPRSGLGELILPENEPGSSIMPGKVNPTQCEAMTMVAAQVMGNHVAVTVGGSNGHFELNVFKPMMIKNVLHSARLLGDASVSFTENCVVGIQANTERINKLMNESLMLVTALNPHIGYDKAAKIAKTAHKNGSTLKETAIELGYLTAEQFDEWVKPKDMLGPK
p53null 39C tox: kills p53 null cells at the nonpermissive temperature; H1299 p53-null (neo) cells, 39C, ATPlite viability, 24 h; Potency, µM (series often up to 46.1 µM), for inactives: at the highest dose activity, negative = cell killing, most hits filed as cytotoxic; 0.97% of 55,000 active; AID 904;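 further: potency means the concentration at half of the fitted maximal effect; 0% = DMSO only and -100% = full killing by 100 µM tamoxifen; nearly all actives have a fitted effect of over 50% in size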
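H1299 lung cancer cells, p53-null (H1299-neo) or expressing p53 A138V (H1299-p53A138V), were plated overnight at 37C, then exposed to compounds at up to 46 uM for 24 hr at 39C. Viability was read by ATP-based luminescence.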
GALK inhibitor: inhibitors of human galactokinase (GALK). P51570. recombinant GALK, Kinase-Glo ATP luminescence, 1 h. Potency, µM (highest dose often 57.5 µM), inactives show at the top dose activity, negative = inhibition, most hits filed as inhibitors. 44,000 tested, under 10 active;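 further: plate controls were full GALK reaction for no effect and reaction lacking GALK for full effect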
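Reactions with and without enzyme served as controls. GALK at 5 nM phosphorylates 100 uM galactose using 35 uM ATP (HEPES pH 8.0, Mg2+) for 1 h at RT, with luminescence read 10 min after adding Kinase-Glo Plus.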
TSG101-PTAP inh: TSG101-PTAP interaction inhibition, HIV-1 budding | 44,000 tested, under 10 active | Potency, µM (top dose mostly 115 µM), for the others: at the highest dose activity change, negative = inhibition, actives largely listed as inhibitors | Fluorescence polarization, FITC-PTAP peptide/Tsg101, 20 min | Q99816; further: potency means the concentration at half of the fitted maximal effect; 0% is about no effect
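Fluorescence polarization: Tsg101 binding domain (10 uM final) in 10 mM HEPES pH 7.5, 0.15 M NaCl, 0.01% Tween 20, 3 mM EDTA, 0.1 mM TCEP; compounds pinned; FITC-PTAP peptide 50 nM final; 20 min, r.t.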
B2AR arrestin ag: beta-arrestin recruitment by human beta2-adrenergic receptor ligands; 44,000 tested, under 10 active; Potency, µM (series often up to 46.1 µM), inactives show at the highest dose activation, usual class: activators; P07550; HTLA Tango cells, beta-arrestin recruitment, luciferase luminescence, 18 h;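 further: potency means the concentration at half of the fitted maximal effect; 0% = DMSO and full agonism = EC100 isoproterenol or metaproterenol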
Target sequence (P07550 whole entry, looked up): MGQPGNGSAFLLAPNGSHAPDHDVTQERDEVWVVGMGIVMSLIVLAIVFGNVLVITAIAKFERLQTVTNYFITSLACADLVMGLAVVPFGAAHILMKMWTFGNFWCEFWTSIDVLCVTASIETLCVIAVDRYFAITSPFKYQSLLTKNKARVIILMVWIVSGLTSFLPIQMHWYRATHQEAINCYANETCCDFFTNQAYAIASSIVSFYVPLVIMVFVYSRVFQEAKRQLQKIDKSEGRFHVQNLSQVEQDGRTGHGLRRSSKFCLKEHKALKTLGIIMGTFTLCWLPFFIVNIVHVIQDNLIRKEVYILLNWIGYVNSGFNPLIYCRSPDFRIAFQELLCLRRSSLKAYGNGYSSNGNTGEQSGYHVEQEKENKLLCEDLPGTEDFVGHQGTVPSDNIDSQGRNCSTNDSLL
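Receptor–beta-arrestin recruitment read by tTA-responsive luciferase: compound titrations (up to 46 µM) incubated 18 h with Tango cells, then luminescent substrate 15 min at room temperature. Concentration-response fits classified by r2, efficacy and activity.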
p53null 32C kill: p53 null cell cytotoxicity, permissive temperature | H1299-neo p53 null cells, ATP luminescence, 24 h, 32C | 0.62% of 55,000 active | Potency, µM (highest dose often 46.1 µM), for the others: top-dose activity change, negative = cytotoxicity, actives largely listed as cytotoxic;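 further: potency means the concentration at half of the fitted maximal effect; 0% = DMSO only and -100% = full killing by 100 µM tamoxifen; nearly all actives have a fitted effect of over 55% in size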
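H1299-neo, 600 cells/well; overnight 37C; cpd up to 46 uM, 24 h at 32C; ATPlite luminescence after 20 min RT; normalized to DMSO (0%) and tamoxifen 100 uM (100% kill); Hill-fit AC50.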
NTMT1 inhibitor: inhibitors of human N-terminal methyltransferase NTMT1. NTMT1 MTase-Glo SAH luminescence, purified enzyme. 2.5% of 59,000 active. AID 1645870. Q9BV86. Potency, µM (titrated, usually from 114 µM), without a hit: at the top dose activity change, negative = inhibition, actives largely listed as inhibitors;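 further: potency means the concentration at half of the fitted maximal effect; plate controls were DMSO vehicle for no effect and no enzyme for full effect; nearly all actives have a fitted effect of over 65% in size; many of its hits are not listed in these tables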
* marks the source's active call; other numbers are inactive results; u = inconclusive; [ ] = remark or other dose. The call rests on the fitted dose curve; in most records, active means well fitted curve in the direction sought with a large enough effect; inconclusive means small, poorly fitted or top-dose-only effect, or another doubt; inactive means no such curve, though single readings can be large; an effect the other way counts as inactive or inconclusive.

Each structure is followed by: FH mod | p53null 39C tox | GALK inhibitor | TSG101-PTAP inh | B2AR arrestin ag | p53null 32C kill | NTMT1 inhibitor
Cn1c(=O)c2sccc2n2c(CCC(=O)Nc3ccc(F)cc3)nnc12
    3% | 10% | u | -3% | -2% | 0% | 6%
Cc1ccc2onc(CC(=O)N3CCN(c4cccc(Cl)c4)CC3)c2c1
    -24% | 39%[activator] | 0% | 0% | -1% | 25% | u
O=C(Nc1nc2c(F)cc(F)cc2s1)c1ccc(S(=O)(=O)N2CCc3ccccc32)cc1
    -4% | 28% | 1% | -3% | 0% | 22% | 7%
COc1ccc(C2CC(=O)c3c([nH]c(C(=O)OCc4ccccc4)c3C)C2)cc1OC (configuration not stated)
    -19% | 12% | 4% | -1% | 0% | -2% | -16%
CCN(CC)C(=O)CSc1nc2c(c(=O)n(C)c(=O)n2C)n1Cc1ccccc1
    -8% | -9% | 7% | -5% | 0% | 13% | -5%
CC1CCN(c2cc3c(cc2F)c(=O)c(S(=O)(=O)c2cccc(Cl)c2)cn3Cc2ccccc2)CC1
    -10% | -9% | -9% | -9% | 0% | -5% | 15%
CCN1c2ccccc2-c2nc(SCC(=O)Nc3cc(OC)cc(OC)c3)ncc2S1(=O)=O
    3% | -9% | -2% | 0% | 0% | -3% | -2%
CCc1ccc(NCc2cc3cc(OC)c(OC)cc3n(CC(=O)Nc3cc(C)ccc3C)c2=O)cc1
    -8% | -15% | 1% | -1% | -1% | 7% | u
COc1ccc(OC)c(CNC(=O)c2ccccc2NC(=O)c2nsc3ccccc23)c1
    -7% | -25% | 5% | 2% | -1% | -10% | 11%
Cc1ccc(CNC(=O)c2ccc(Nc3nc4ccccc4n4nnnc34)cc2)cc1
    5% | -7% | 1% | 3% | 1% | 3% | 2%
Cc1cccc(NC(=O)Cn2c(=O)n(CC3CCC(C(=O)NCCc4ccccc4)CC3)c(=O)c3ccccc32)c1C (configuration not stated)
    -3% | 2% | -9% | 0% | 1% | 5% | -28%
CCCCN(CCCC)CCNC(=O)c1cn(C)c2ccc(S(=O)(=O)N3CCOCC3)cc2c1=O
    1% | -2% | 10% | -7% | 0% | 1% | -14%
O=C(c1cn(CCOc2ccc(Cl)cc2)c2ccccc12)C1CCCCC1
    -5% | u | 0% | -4% | 0% | -6% | 6%
Cc1ccn2c(Nc3ccc4c(c3)OCO4)c(-c3ccco3)nc2c1
    u | u | 7% | -11% | 1% | -25% | u
O=C(Nc1ccc(Cl)c(-c2nc3ccccc3o2)c1)c1cccc2c(Cl)cccc12
    4% | -19% | 9% | -1% | 1% | -3% | 2%
O=C(NCc1ccccc1)C(=O)NCC(c1cccs1)S(=O)(=O)c1ccccc1 (configuration not stated)
    5% | 4% | 1% | 0% | 0% | 4% | 4%
COc1ccc(CN(Cc2ccco2)c2cnc(S(C)(=O)=O)nc2C(=O)Nc2ccc(C)c(Cl)c2)cc1
    -13% | -4% | 0% | -2% | -4% | 8% | 1%
CCC(=O)Nc1cccc(OCc2cc(=O)n3cc(C)ccc3n2)c1
    -5% | u | -3% | -22% | 0% | u | u
Cc1ccccc1CNC(=O)CCSCc1cnn(-c2ccccc2)c1-n1cccc1
    -31% | 10% | -1% | -2% | -1% | -15% | -3%
COc1ccc(NC(C)=O)cc1NC(=O)C1(c2cccs2)CCOCC1
    -1% | 18% | 1% | 1% | -1% | -3% | 5%
CCCCN(CC)CCNC(=O)Cn1cnc2sc(C)c(S(=O)(=O)N3CCN(c4ccccc4OC)CC3)c2c1=O
    -3% | -4% | -1% | -5% | -2% | -4% | -4%
CCn1ccc2c(OCC(=O)Nc3ccc(OC)cc3OC)cccc2c1=O
    8% | 10% | 0% | -2% | -3% | 9% | 9%
Cc1ccc(/C=C/c2onc(C)c2S(=O)(=O)N2CCC(C(=O)Nc3cc(F)ccc3F)CC2)cc1
    -10% | -8% | -2% | -1% | -1% | 2% | -7%
CCOc1ccc(NC(=O)C2=C(C)C(=O)OC23CCC(C)CC3)cc1 (configuration not stated)
    -11% | -1% | 7% | -5% | -2% | -3% | 11%
Cc1ccc(Nc2cc(C)nc3nncn23)c(C)c1
    1% | -10% | 1% | -9% | 1% | -3% | -15%
CC1CCN(C(=O)c2cccc(NC(=O)c3nsc4ccccc34)c2)CC1
    -10% | u | 0% | -7% | 0% | -13% | -15%
CCN1CCN(C(c2ccc(Cl)cc2)c2c(O)cc(C)n(CCOC)c2=O)CC1 (configuration not stated)
    -6% | -3% | 0% | 1% | -1% | -4% | 10%
Cc1ccc(CN(Cc2ccco2)C(=O)COc2ccccc2C)cc1
    -14% | 22% | 2% | -8% | -1% | -3% | 2%
O=C(Nc1cccc(NC(=O)c2ccc(Br)cc2)c1)c1ccccc1
    -6% | u | -18% | 0% | 0% | -9% | 2%
O=C(Cc1ccccc1)Nc1sc2c(c1C(=O)Nc1ccccc1Cl)CCCCC2
    -1% | -18% | -4% | -5% | 0% | -1% | 19%

Part of the list above in order of length of the SMILES, falling:
Each structure is followed by: FH mod | p53null 39C tox | GALK inhibitor | TSG101-PTAP inh | B2AR arrestin ag | p53null 32C kill | NTMT1 inhibitor
CCCCN(CC)CCNC(=O)Cn1cnc2sc(C)c(S(=O)(=O)N3CCN(c4ccccc4OC)CC3)c2c1=O
    -3% | -4% | -1% | -5% | -2% | -4% | -4%
COc1ccc(CN(Cc2ccco2)c2cnc(S(C)(=O)=O)nc2C(=O)Nc2ccc(C)c(Cl)c2)cc1
    -13% | -4% | 0% | -2% | -4% | 8% | 1%
O=C(Nc1cccc(NC(=O)c2ccc(Br)cc2)c1)c1ccccc1
    -6% | u | -18% | 0% | 0% | -9% | 2%

(continued)
Each structure is followed by: FH mod | p53null 39C tox | GALK inhibitor | TSG101-PTAP inh | B2AR arrestin ag | p53null 32C kill | NTMT1 inhibitor
COc1cccc(N2CCN(C(=O)c3nn(C)c4c3CSc3ccc(C)cc3-4)CC2)c1
    -28% | 0% | 3% | 2% | -1% | 2% | -3%
Cc1cc(C)c2oc(-c3ccc(C)c(NC(=O)/C=C/c4ccco4)c3)nc2c1
    -11% | u | -1% | 8% | 2% | u | u
CCOC(=O)c1cc(S(=O)(=O)NCc2ccccc2)[nH]n1
    -7% | -6% | -5% | 0% | -1% | 6% | -4%
COc1ccc(C2c3c(n(C)c4ccccc34)C(=O)N2CC(=O)Nc2ccc(C)c(Cl)c2)cc1 (configuration not stated)
    u | 13% | 1% | -2% | 0% | 13% | -20%
CCC1CN(C(=O)N2CCC(C(=O)N3CCN(c4ccccc4F)CC3)CC2)c2ccccc2O1 (configuration not stated)
    -9% | -17% | 0% | -4% | 0% | 0% | 9%
Cc1cccc(N(C)C(=O)CN2C(=O)COc3ccc(S(=O)(=O)N4CCCCCC4)cc32)c1
    -14% | -14% | 2% | 0% | -1% | -1% | -1%
COc1ccc(NC(=O)C(Cc2ccccc2)NS(=O)(=O)c2ccc3c(c2)CCN3C(C)=O)cc1 (configuration not stated)
    -4% | -19% | 8% | 0% | 0% | 10% | 7%
COc1cc(NC(=O)C2=C(C)Nc3nnnn3C2c2ccc(SC)cc2)c(OC)cc1Cl (configuration not stated)
    u | u | 6% | -14% | u | -2% | -2%
O=C(NCCN1CCN(c2ccccc2)CC1)Nc1cccc(Br)c1
    -3% | -12% | -7% | 3% | 1% | 1% | u
CC(C)c1nc2ccc(C(=O)NCc3ccccc3Br)cc2o1
    -9% | -11% | -1% | -8% | 1% | -5% | -9%
COC(=O)c1ccccc1NC(=O)C1CCCN(c2ncnc3onc(C)c23)C1 (configuration not stated)
    -20% | -18% | 0% | -2% | 0% | -3% | 7%
O=C(Nc1ccccc1Br)c1cc(S(=O)(=O)NC2CCCCC2)ccc1F
    -14% | 9% | 1% | -9% | -1% | 41%[activator] | 1%
COc1ccc(C(=O)Nc2ccc(S(=O)(=O)N(Cc3ccccc3)c3ccccc3)cc2)cc1
    3% | -6% | 1% | -3% | -4% | 13% | 15%
CCSc1nc2c([nH]c3ccccc32)c(=O)n1CC
    4% | 15% | -1% | -1% | -3% | 2% | 0%
COc1ccccc1NC(=O)CSc1nc2ccccc2c(=O)n1CCC(=O)NC1CCCCC1
    -7% | 11% | 5% | -2% | -3% | -1% | 44%[activator]
O=C(NCc1ccccc1)c1cc2sccc2n1Cc1ccc(Cl)cc1
    -1% | 15% | 8% | 0% | 0% | -9% | 1%
CCc1ccc(NC(=O)c2sc3nc(-c4ccccc4)cn3c2C)cc1
    -6% | -21% | 2% | 1% | 0% | -6% | 0%
CCC(C)S(=O)(=O)c1oc(-c2ccc(F)cc2)nc1S(=O)(=O)c1ccc(F)cc1 (configuration not stated)
    -4% | -17% | 3% | 0% | 0% | 25µM* | 15%

In the list so far, ten contain a Cl atom:
Each structure is followed by: FH mod | p53null 39C tox | GALK inhibitor | TSG101-PTAP inh | B2AR arrestin ag | p53null 32C kill | NTMT1 inhibitor
Cc1ccc2onc(CC(=O)N3CCN(c4cccc(Cl)c4)CC3)c2c1
    -24% | 39%[activator] | 0% | 0% | -1% | 25% | u
CC1CCN(c2cc3c(cc2F)c(=O)c(S(=O)(=O)c2cccc(Cl)c2)cn3Cc2ccccc2)CC1
    -10% | -9% | -9% | -9% | 0% | -5% | 15%
O=C(c1cn(CCOc2ccc(Cl)cc2)c2ccccc12)C1CCCCC1
    -5% | u | 0% | -4% | 0% | -6% | 6%
O=C(Nc1ccc(Cl)c(-c2nc3ccccc3o2)c1)c1cccc2c(Cl)cccc12
    4% | -19% | 9% | -1% | 1% | -3% | 2%
COc1ccc(CN(Cc2ccco2)c2cnc(S(C)(=O)=O)nc2C(=O)Nc2ccc(C)c(Cl)c2)cc1
    -13% | -4% | 0% | -2% | -4% | 8% | 1%
CCN1CCN(C(c2ccc(Cl)cc2)c2c(O)cc(C)n(CCOC)c2=O)CC1 (configuration not stated)
    -6% | -3% | 0% | 1% | -1% | -4% | 10%
O=C(Cc1ccccc1)Nc1sc2c(c1C(=O)Nc1ccccc1Cl)CCCCC2
    -1% | -18% | -4% | -5% | 0% | -1% | 19%
COc1ccc(C2c3c(n(C)c4ccccc34)C(=O)N2CC(=O)Nc2ccc(C)c(Cl)c2)cc1 (configuration not stated)
    u | 13% | 1% | -2% | 0% | 13% | -20%
COc1cc(NC(=O)C2=C(C)Nc3nnnn3C2c2ccc(SC)cc2)c(OC)cc1Cl (configuration not stated)
    u | u | 6% | -14% | u | -2% | -2%
O=C(NCc1ccccc1)c1cc2sccc2n1Cc1ccc(Cl)cc1
    -1% | 15% | 8% | 0% | 0% | -9% | 1%

Only part of the results is shown; count on the stated rates, not on these rows.
